D3 ag: qHTS of D3 Dopamine Receptor Agonist: qHTS; D(3) dopamine receptor (Homo sapiens), P35462; D3R DiscoveRx beta-arrestin cells, luminescence, 90 min; max activation, %; 410,000 tested, 0.58% active; in the data active means max activation above about 30%; further: 0% is about no effect; mostly tested at two doses, the higher about 12 µM
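Agonist-mode cell screen: cells plated at 1500/well and incubated overnight at 37 °C, then exposed to library compounds for 90 min at 37 °C. Detection reagent was added for 30–60 min at room temperature, and luminescence was read.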
PI5P4K alpha inh: qHTS for Inhibitors of phosphatidylinositol 5-phosphate 4-kinase (PI5P4K) | Phosphatidylinositol 5-phosphate 4-kinase type-2 alpha (Homo sapiens), P48426 | AID 652105, 2013 | 330,000 tested, 1.2% active | max response, % | PI5P4Kalpha enzyme, ADP-Glo luminescence, 60 min; hits give low values; active means max response of -50% or lower; inconclusive means between -30% and -50%; inactive means -30% or higher; further: value at the top dose of about 77 µM; on the % scale 0 is the no-effect control and ±100 the full control effect
Target sequence (P48426 whole entry, looked up): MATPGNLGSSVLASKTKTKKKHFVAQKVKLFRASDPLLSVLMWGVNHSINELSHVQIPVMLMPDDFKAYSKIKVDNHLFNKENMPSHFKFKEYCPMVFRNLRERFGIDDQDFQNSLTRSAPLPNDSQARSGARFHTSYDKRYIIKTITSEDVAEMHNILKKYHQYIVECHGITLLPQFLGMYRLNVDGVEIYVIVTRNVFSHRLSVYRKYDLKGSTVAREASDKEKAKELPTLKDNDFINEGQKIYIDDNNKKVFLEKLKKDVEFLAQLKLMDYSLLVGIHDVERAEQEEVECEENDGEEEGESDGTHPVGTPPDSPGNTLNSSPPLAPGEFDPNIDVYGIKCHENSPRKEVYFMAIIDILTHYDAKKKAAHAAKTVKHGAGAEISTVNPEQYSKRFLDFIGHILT
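Controls without substrate or without enzyme flank wells where PI5P4Kalpha converts substrate using 5 microM ATP (final). Incubation lasts 60 minutes at room temperature; ADP formed is read by ADP-Glo luminescence.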
IL2 activator: qHTS of IL-2 Activators; IL-2 activation reporter assay, cell-based qHTS; stimulated with anti-CD3/CD4/CD28 beads; in transgenic mouse T cells; activation, % (series mostly up to about 46 µM); 360,000 tested, 0.065% active; in the data active means activation above about 50%; inconclusive means mostly about 30% to 49%; further: 0% is about no effect
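Readout is EGFP and DsRed signal by fluorescent plate cytometry after 18 h at 37 degrees C. Transgenic mouse T cells (750/well) received compound for 60 min before bead stimulation (anti-CD3, anti-CD4, anti-CD28); memory T cells served as non-tolerant control.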
GLP1R ag: qHTS of GLP-1 Receptor Agonists; HEK293 GLP-1R CRE-luciferase, luminescence, 4-6 h; cells express a hypersensitive GLP-1R form; Potency, µM (highest dose often 45.6 µM), inactives show at the highest dose activation, usual class: activators; 380,000 tested, 0.007% active; AID 624172, 2012; further: potency means the concentration at half of the fitted maximal effect; % of control where 0% means no effect
HEK293 tox: qHTS of GLP-1 Receptor Inverse Agonists: Cytotox Screen. Potency, µM (highest dose often 38.3 µM), inactives show top-dose activity change, negative = inhibition, actives largely listed as inhibitors. HEK293 cAMP-luciferase reporter cells, luminescence, 24 h. 410,000 tested, 0.13% active;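 further: loss of luciferase light is scored as toxicity; potency means the concentration at half of the fitted maximal effect; on the % scale 0 is the no-effect control and ±100 the full control effect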
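Cells in DMEM/10% Nu serum/1% pen-strep, 1536-well format. Pre-incubated 12 h, dosed with 23 nL compound, incubated a further 24 h. Luciferase detection, 12 min at room temp, luminescence.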
DRD3 antagonist: qHTS of D3 Dopamine Receptor Antagonist: qHTS; D(3) dopamine receptor (Homo sapiens), P35462; max response, negative = inhibition, %; 360,000 tested, 2.5% active; D3R cells, DiscoveRx beta-arrestin luminescence, antagonist mode; hits give low values; AID 652054, 2013; in the data active means max response below about -50%; inconclusive means no clear call, values can overlap the other calls; further: on the % scale 0 is the no-effect control and ±100 the full control effect; mostly tested at two doses, the higher about 12 µM
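Cells plated overnight at 1500 cells/well, then exposed to library compounds with dopamine controls for 90 minutes at 37 degrees C. DiscoveRx reagent added for 30–60 minutes at room temperature; luminescence read, quantitative HTS format.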
PLK1 PBD inh: qHTS for Inhibitors of PLK1-PDB (polo-like kinase 1 - polo-box domain): Primary Screen; Serine/threonine-protein kinase PLK1 (Homo sapiens), P53350; Plk1 PBD binding of FITC phosphopeptide, fluorescence polarization; Potency, µM, inactives show max response, negative = inhibition, actives largely listed as inhibitors; 360,000 tested, 2.8% active; AID 720504, 2013; further: potency means the concentration at half of the fitted maximal effect; series mostly up to about 57 µM; on the % scale 0 is the no-effect control and ±100 the full control effect; nearly all actives have a fitted effect of over 65% in size
Target sequence (P53350 whole entry, looked up, the tested form may be a part): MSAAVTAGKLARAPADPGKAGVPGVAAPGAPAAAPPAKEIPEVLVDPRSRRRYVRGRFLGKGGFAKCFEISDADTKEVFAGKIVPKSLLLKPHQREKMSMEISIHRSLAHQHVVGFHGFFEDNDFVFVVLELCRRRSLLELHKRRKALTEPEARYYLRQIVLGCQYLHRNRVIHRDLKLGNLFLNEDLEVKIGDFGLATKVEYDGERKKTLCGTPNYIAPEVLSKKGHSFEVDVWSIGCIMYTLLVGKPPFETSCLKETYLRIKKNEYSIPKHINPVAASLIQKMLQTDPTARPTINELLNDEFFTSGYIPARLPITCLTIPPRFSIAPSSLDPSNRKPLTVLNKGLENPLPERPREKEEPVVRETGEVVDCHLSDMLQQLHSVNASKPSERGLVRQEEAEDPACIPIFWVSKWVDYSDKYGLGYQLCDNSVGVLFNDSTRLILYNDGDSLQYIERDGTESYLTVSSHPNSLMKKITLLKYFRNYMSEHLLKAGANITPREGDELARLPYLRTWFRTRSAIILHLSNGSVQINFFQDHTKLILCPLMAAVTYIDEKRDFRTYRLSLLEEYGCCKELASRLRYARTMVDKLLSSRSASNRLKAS
WRN inhibitor: qHTS for Inhibitors of WRN Helicase; WRN helicase unwinding, fluorescent forked duplex, kinetic; AID 651768, 2012; Potency, µM (highest dose often 114 µM), for inactives: top-dose activity change, negative = inhibition, actives largely listed as inhibitors; 360,000 tested, 0.46% active; Bifunctional 3'-5' exonuclease/ATP-dependent helicase WRN (Homo sapiens), Q14191; further: potency means the concentration at half of the fitted maximal effect; on the % scale 0 is the no-effect control and ±100 the full control effect; nearly all actives have a fitted effect of over 55% in size
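Primary qHTS, 1536-well format. 20 nM WRN + compound, 15 min RT; start with 100 nM forked fluorophore/quencher duplex, 2 mM ATP (final); kinetic read ex 525/em 598 nm.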
GLP1R inv ag: qHTS of GLP-1 Receptor Inverse Agonists (Inhibition Mode) | 410,000 tested, 1.6% active | Potency, µM (top dose mostly 38.3 µM), inactives show at the top dose activity change, negative = inhibition, usual class: inhibitors | AID 624417, 2012 | HEK293 GLP-1R CRE-luciferase, luminescence, 24 h; GLP-1R form is constitutively active; further: potency means the concentration at half of the fitted maximal effect; on the % scale 0 is the no-effect control and ±100 the full control effect; nearly all actives have a fitted effect of over 55% in size
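Inverse agonists were sought by their lowering of basal cAMP reporter luciferase output in HEK293 cells stably carrying constitutively active human GLP-1R, after 24 h compound treatment.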
* marks the source's active call; other numbers are inactive results; ? = inconclusive; nt = not tested or not shown; & = joins results of further samples; [ ] = another dose, or the depositor's remark. Unless noted, the call rests on the fitted dose curve; in most records, active means well fitted curve in the direction sought with a large enough effect; inconclusive means small, poorly fitted or top-dose-only effect, or another doubt; inactive means no such curve, though single readings can be large; an effect the other way counts as inactive or inconclusive.

SMILES	D3 ag	PI5P4K alpha inh	IL2 activator	GLP1R ag	HEK293 tox	DRD3 antagonist	PLK1 PBD inh	WRN inhibitor	GLP1R inv ag
c1ccc(-n2cnc3cc(NCc4ccccn4)ccc32)cc1	-7	nt	-1.8	0%	-15%	8	-2%	-8%	6%
Cc1cc(NC(=O)c2oc3ccccc3c2C)ccc1-n1cnnn1	2	nt	0.3	1%	?	6	5%	-9%	?
CCOc1ccc(CCNC(=O)c2cc3c(=O)oc4ccc(C)cc4c3s2)cc1OCC	2	nt	nt	-1%	-12%	nt	nt	nt	11%
Cc1nnc(NC(=O)CSc2ncn(-c3ccccc3)n2)s1	4	-2	-2.5	10%	22%	1	-3%	4%	31%
CNC(=O)c1[nH]cnc1C(=O)N[C@@H](CCCCNC(=O)OC(C)(C)C)C(=O)OC(C)(C)C	-6	-1	-0.5	7%	4%	-11	-11%	1%	66%[activator]
CCc1ccc(NC(=O)COC(=O)c2ccc(Cl)c(S(=O)(=O)N3CCCCCC3)c2)cc1	-9	6	0.7	-1%	3%	7	-4%	-15%	?
COc1ccc(Cl)cc1NC(=O)CSc1nnc(Cn2c(=O)sc3ccccc32)n1C	-3	2	-3.2	5%	4%	-24	-7%	-2%	-13%
O=C(COC(=O)c1ccccc1OCc1ccc(F)cc1)NCC1CCCO1 (stereo not given)	1	2	0.4	2%	0%	0	-7%	-1%	-28%
Cc1ccccc1N1CCN(S(=O)(=O)c2ccccc2)CC1	-9&-1	2	-1.5	-6%	21%&3%	?	-7%	5%	-29%&5%
CCCCN(C)C(=O)Cn1c(=O)oc2cc(S(=O)(=O)N3CC(C)CC(C)C3)ccc21 (stereo not given)	-3	8	-0.5	-3%	4%	-12	-7%	-11%	?
CCN(CC1CCCN(CCc2cccc(OC)c2)C1)C(=O)c1ccoc1C (stereo not given)	-12	2	-0.2	-9%	14%	?	-13%	-19%	-26%
O=C(Nc1cccc(F)c1)c1cccnc1NCCc1ccccc1	0	15	-0.9	17%	-4%	10	-1%	-13%	10µM*
O=C(CNC(=O)c1ccco1)Nc1ccc(F)c(Cl)c1	-5	1	0.0	-10%	-1%	-4	-8%	-35%	10%
C=CCSc1nnc(-c2ccccc2NC(C)=O)c(=O)[nH]1	-2	-3	-2.8	-3%	-20%	-19	-4%	3%	6%
CCOc1ccc2[nH]c(=O)c(CN(CC3COCCO3)C(=O)c3ccco3)cc2c1 (stereo not given)	-4	0	-0.2	1%	5%	-14	-16%	-2%	8%
COc1cccc(/C=N/NC(=O)CN(C)S(=O)(=O)c2ccccc2)c1OC	-11	4	-0.4	11%	6%	?	-9%	1%	-5%
CC(=O)C1=NOC(CNc2ncc(C(F)(F)F)cc2Cl)C1 (stereo not given)	2	-7	-3.1	17%	-2%	-4	-2%	-5%	20%
Cc1cc2cc(CCNC(=O)c3ccc(S(=O)(=O)N4CCCC4)cc3)c(=O)[nH]c2cc1C	0	?	-4.9	6%	-23%	2	-2%	-34%	?
CC(NS(=O)(=O)c1ccc(Cl)cc1)C(=O)NCCC1=CCCCC1 (stereo not given)	-2	9	-0.7	4%	-11%[7.66 µM]	7	-27%	4%	-29%[7.66 µM]
COc1ccccc1CCC(=O)OCC(=O)NCc1ccc(OC)c(OC)c1	12	0	-0.5	7%	-3%	4	2%	-5%	6%
CCOc1c(CNCCNC(=O)c2nonc2N)cccc1OC	-1	nt	-2.0	-1%	-12%	-8	3%	1%	-12%
C=CCN(CC=C)S(=O)(=O)c1ccc(NC(=S)NC(=O)/C=C/c2ccc(C)cc2)cc1	-5	1	0.7	-11%	-7%	-4	0%	-10%	-9%
COc1ccccc1C(=O)Nc1cccc2c1CCCC2	-5	-3	2.9	1%	-3%	-6	-11%	-30%	24%
COC(=O)c1ccc2nc(-c3ccc(F)cc3)c(Cc3cccc(F)c3)n2c1	-1	-1	1.6	7%	-8%	63	17%	0%	6%
CCOC(=O)c1c2ccc(OCC(=O)NN)cc2n2ccccc12	3	-5	0.5	3%	261%[activator]	15	-3%	-17%	-27%
CCOC(=O)CNC(=O)CSc1ncnc2c1cnn2-c1ccccc1	2	3	-0.8	-2%	-4%	2	-4%	0%	0%
O=S(=O)(NC1c2cccc3cccc(c23)C1N1CCNCC1)c1ccc(Cl)cc1 (stereo not given)	1	14	-0.8	7%	?	1	-6%	-14%	?
CC1(C(=O)O)COC(c2ccc(Cl)cc2)OC1 (stereo not given)	4	2	0.6	-3%	0%	17	2%	-16%	17%
C[C@@]12C(=O)Nc3ccc(Cl)cc3C(=O)N1[C@H]1c3ccccc3OC[C@@H]1[C@@H]2c1ccccc1	-8	-5	0.4	0%	-2%	0	-8%	-7%	?
Cc1ccc2c(CN3CCN(S(=O)(=O)c4ccccc4C(F)(F)F)CC3)cc(=O)oc2c1C	19	4	-0.7	-2%	6%	18	-11%	-2%	-26%
CC(=O)Nc1ccc(C(=O)N/N=C(\C)CC(=O)Nc2ccc(OCc3ccccc3)cc2)cc1	2	-4	-3.9	0%	-18%	1	1%	3%	?
CCOc1ccc(-c2nnc(SCc3nc4ccccc4[nH]3)n2N)cc1	3	-1	-1.3	8%	7%	-6	2%	-5%	55%[activator]
O=C(O)CN1C(=O)/C(=C\c2ccccc2OCc2ccc(Cl)cc2)SC1=S	0	?	0.0	-2%	-27%	19	30µM*	-31%	?
COc1cccc(CN(CC2CCCO2)C(=O)c2cc3ccccc3oc2=O)c1 (stereo not given)	2	4	2.8	4%	5%	-18	-11%	-2%	10%
CCn1c(CSCc2ccc(F)cc2)nnc1SCC(=O)N1CCN(c2ccccc2)CC1	2	5	-0.2	-7%	-23%	15	-4%	1%	?
COc1ccc(C2C(C#N)C(C#N)N3CCCN23)cc1 (stereo not given)	0	0	0.6	4%	14%	-12	-11%	-4%	-6%
Cc1cccc(C(=O)NCC(=O)NCC(c2ccco2)N2CCCCC2)c1 (stereo not given)	-33	4	-1.3	0%	-1%	-3	-7%	0%	-6%
COc1ccccc1N1CCN(C(=O)Cn2cnc3onc(-c4ccc(F)cc4)c3c2=O)CC1	-6	nt	nt	7%	0%	nt	nt	nt	-29%
COc1ccc(S(=O)(=O)N2CCCC(C(=O)NCc3ccc4c(c3)OCO4)C2)cc1 (stereo not given)	5	2	-0.1	10%	14%	-11	-8%	-11%	?
COc1ccc(NC(=O)COC(=O)CCCC2=NS(=O)(=O)c3ccccc3N2)cc1	-6	-2	-2.4	4%	1%	-1	-15%	3%	-7%

Among those listed so far, these have a CF3 group.
SMILES	D3 ag	PI5P4K alpha inh	IL2 activator	GLP1R ag	HEK293 tox	DRD3 antagonist	PLK1 PBD inh	WRN inhibitor	GLP1R inv ag
CC(=O)C1=NOC(CNc2ncc(C(F)(F)F)cc2Cl)C1 (stereo not given)	2	-7	-3.1	17%	-2%	-4	-2%	-5%	20%
Cc1ccc2c(CN3CCN(S(=O)(=O)c4ccccc4C(F)(F)F)CC3)cc(=O)oc2c1C	19	4	-0.7	-2%	6%	18	-11%	-2%	-26%

Continuation:
SMILES	D3 ag	PI5P4K alpha inh	IL2 activator	GLP1R ag	HEK293 tox	DRD3 antagonist	PLK1 PBD inh	WRN inhibitor	GLP1R inv ag
CC(=O)Nc1ccc(S(=O)(=O)N(C)CC(=O)NNC(=O)Cc2nc3ccccc3n2C)cc1	3	2	-3.2	13%	-6%	5	2%	2%	16%
CCC1CCCCN1C(=O)c1cc2c(=O)n3cccc(C)c3nc2s1 (stereo not given)	-7	-1	-0.3	0%	4%	3	-8%	-1%	59%[activator]
Cc1cc(C)n(-c2nc(N(c3ccccc3)c3ccccc3)nc(-n3nc(C)cc3C)n2)n1	22	nt	1.4	-7%	2%	?	-6%	-11%	?
Cc1ccc(NCc2ccncc2)c(Br)c1	7	7	0.3	7%	-5%	22	-6%	-23%	4%
COc1ccc(-c2cc3ccccc3s2)cc1[C@H]1[C@H]2C=CC[C@@H](C)[C@@H]2C(=O)N1Cc1ccccc1	0	5	-0.6	8%	7%	-21	-5%	-8%	17%
C=CCNCCCCOc1cccc(Br)c1	-17	-12	-4.0	1%	13%	-62*	-15%	?	?
O=C(c1ccc2[nH]c(=O)c(=O)[nH]c2c1)N1CCN(c2ccccc2)CC1	8	-11	-3.6	1%	17%	-10	-20%	-7%	21%
Cc1ccccc1-c1ccccc1CN1[C@@H](C(C)C)COCCS1(=O)=O	-4	17	-0.3	0%	10%	0	-1%	-16%	?
CCn1c(SCC(=O)Nc2ccccc2F)nnc1-c1ccoc1C	-25	0	2.2	13%	7%	-55*	1%	-14%	4%
CCCCCCNC(=O)CCNC(=O)c1cc(OC)c(OC)c(OC)c1	13	nt	-2.9	-1%	-6%	-14	-4%	-11%	2%
Cc1cc(S(=O)(=O)N2CCN(c3ncccn3)CC2)ccc1-n1cnnn1	-4	-1	-1.8	-4%	-1%	1	-9%	5%	10%
CC1(C)Cc2nc3oc4c(=O)n(CC(=O)Nc5ccccc5)cnc4c3cc2CO1	-1	-6	-2.8	9%	-13%	5	0%	4%	-16%
Cc1cc(NC(=O)/C=C/c2ccco2)ccc1NC(=O)c1ccccc1	-1	-8	-0.4	2%	-13%	-8	-6%	-15%	11%
Cn1nnnc1SCC(=O)c1ccco1	-1	4	0.2	-8%	-3%	6	-20%	-1%	1%
COc1cccc(C(=O)Nc2ccc3nc4n(c(=O)c3c2)CCCC4)c1	22	0	-0.9	16%	4%	10	1%	-1%[57.1 µM]	81%[activator]
C/C(=N\OCC(=O)NC12CC3CC(CC(C3)C1)C2)c1cc2ccccc2o1	-12	6	-1.6	23%	-1%	0	-10%	-14%	?
O=S(=O)(Nc1ccc(Cl)cn1)c1ccc(F)cc1	-4	-1	0.5	7%	5%	2	3%	3%	10%

Screening data from PubChem BioAssay.
